Compound activity: PubChem, Southern Research Specialized Biocontainment Screening Center
H37Rv inhibition = M. tuberculosis growth inhibition, HTS (AID 449762); M. tuberculosis H37Rv growth inhibition, 7H9 media; higher % means a stronger effect; inhibition, % at 25 µM; hits with a dose series show IC50 in µM; hit rate 0.59% among 330,000; in the data active = a potency from the dose series; inconclusive = inhibition above about 70% without an active follow-up result;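 note: bacterial growth assessed after seven days of incubation; strong numbers were not always called active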
M. tuberculosis = growth inhibition of non-replicating M. tuberculosis (AID 488890). Mycobacterium tuberculosis non-replicating, growth inhibition; higher % means a stronger effect. inhibition, % at 25 µM, or IC50 in µM where a hit was titrated. hit rate 0.39% among 320,000; in the data active = a potency from the dose series; inconclusive = inhibition mostly from about 82% at the one dose, without a potency; inactive = the rest, 99 in 100 with inhibition below about 76%;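 note: plate controls were DMSO cells for no effect and high antibiotic wells for full effect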
influenza NS1A = NS1A inhibition, H1N1 influenza, cell based functional assay (AID 504329); NS1A functional cell-based assay, percent inhibition; higher % means a stronger effect; hit rate 0.3% among 340,000; inhibition, % at 12.5 µM, or IC50 in µM where a hit was titrated; in the data active = a potency from the dose series; inconclusive = inhibition above about 27% without an active follow-up result; note: strong numbers were not always called active
PhoP GFP inhibition = Inhibition of PhoP regulon, Salmonella typhi GFP reporter cells, confirmation, 4 h (AID 1850); Salmonella Typhi PhoP-promoter GFP reporter, fluorescence, 4 h; higher % means a stronger effect; one-dose inhibition, % at 50 µM; IC50 in µM for titrated hits; hit rate 0.33% among 310,000; in the data active = a potency from the dose series; inconclusive = inhibition mostly from about 25% at the one dose, without a potency; inactive = the rest, 99 in 100 with inhibition below about 19%;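 note: 0% = induced wells with vehicle and 100% = uninduced wells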
inhibitors of VEEV = inhibitors of VEEV TC-83 cytopathic effect, confirmation, Vero cells (AID 588727). Vero cells, VEEV TC-83 cytopathic effect inhibition; higher % means a stronger effect. inhibition, % at 20 µM; hits with a dose series show IC50 in µM. hit rate 0.13% among 350,000; in the data active = a potency from the dose series; inconclusive = inhibition mostly from about 14% at the one dose, without a potency; inactive = the rest, 99 in 100 with inhibition below about 12%; note: strong numbers were not always called active
inhibitors of VEEV 10K pilot screen = recorded beside inhibitors of VEEV, whose call it bears; inhibition, %; measured here: 10K pilot screen inhibition
* = called active by the depositor; i = inactive; ? = inconclusive; nt = no result given. This is a random part of the collection; overall some 1.5% were active at least once.

SMILES | H37Rv inhibition | M. tuberculosis | influenza NS1A | PhoP GFP inhibition | inhibitors of VEEV | others
CCCCN(CCCNC(=O)Cn1ncc2ccsc2c1=O)Cc1ccccc1 | -3% | 2% | 1% | -3% | i
O=C(NC1CCCC1)C(c1ccccc1)N(Cc1ccccc1)C(=O)c1csnn1 (stereo not given) | -2% | 8% | -1% | -2% | 1.1%
CC(C)CC(=O)NC(=S)Nc1ccc(N2CCOCC2)c(Cl)c1 | 54% | ? | -3% | 1% | 1.0%
Cc1cc(-c2ccccc2)nc(=O)[nH]1 | -3% | -9% | -2% | -9% | 1.5%
Cc1ccc(NC(=O)CN2CCCCCC2)cc1[N+](=O)[O-] | 17% | -4% | 7% | 0% | 0.2%
CCCS(=O)(=O)N1CCCC(C(=O)Oc2ccc(C)c(C)c2)C1 (stereo not given) | 4% | 65% | -3% | 4% | i
COc1ccc(NC(=O)[C@@H]2CCCN2C(=O)[C@@H]2Cc3ccccc3CN2C(=O)OC(C)(C)C)cc1 | 10% | 13% | 7% | -24% | 1.2%
O=C(/C=C/Nc1ccccc1)c1cnc(-c2ccccc2)s1 | 7% | 8% | 0% | -3% | 0.9%
CCCOc1ccccc1OCC(=O)Nc1ccc(S(=O)(=O)N2CCCCC2)cc1 | -1% | 2% | -2% | -3% | 9.4%
COc1ccccc1N1C(=O)c2ccc(C(=O)Nc3cccc(C(C)=O)c3)cc2C1=O | -7% | 7% | -1% | -13% | 1.6%
CN1CCN(/N=C/c2ccc(N(c3ccccc3)c3ccccc3)cc2)CC1 | 4% | 59% | 6% | -13% | 29%
CC(C)C(c1nnnn1C1CCCC1)N1CCCc2ccccc21 (stereo not given) | -1% | 20% | 0% | 9% | i
O=[N+]([O-])c1cccc(COc2ccc(CN3CCOCC3)cc2)c1 | nt | nt | -2% | nt | 0.6%
Cc1ccc(N2CCN(C3=NC(=O)/C(=C\c4cn[nH]c4-c4ccccc4)S3)CC2)cc1 | 2% | -4% | -4% | 13% | 2.6%
COC(=O)c1ccc2nc(Nc3nc4ccc(F)cc4s3)sc2c1 | 45% | ? | -12% | -2% | 2.7%
CC(Oc1ccc(F)cc1Br)c1nc2ccccc2c(=O)[nH]1 (stereo not given) | 3% | 3% | -2% | -11% | 1.9%
COc1ccc(Nc2ncc3c(n2)CC(c2ccc(OC)cc2)CC3=O)cc1 (stereo not given) | 6% | 4% | 8% | -1% | 8.2%
CCOc1ccc(NC(=O)Nc2ccc3c(c2)nc(C)n3C)cc1 | -4% | -11% | 5% | 8% | 8.0%
CC(C)(C)c1cc(Br)ccc1OCC(=O)Nc1ncn[nH]1 | -3% | 11% | 6% | -21% | 7.1%
Cc1ccc(C(=O)NC(C)CCc2ccccc2)cc1[N+](=O)[O-] (stereo not given) | ? | 25% | 11% | -2% | 0.5%
CCn1c(CNC(=O)Cc2ccc(OC)cc2)nnc1SCC(=O)c1ccc(Br)cc1 | -1% | 14% | 13% | -15% | 1.5%
NC(=O)CCN1CCC(c2nc3ccccc3s2)CC1 | -1% | -6% | 9% | 6% | 1.6%
CSc1cccc(NC(=O)CNC(=O)c2ccc3c(c2)OCO3)c1 | 0% | -14% | -7% | 11% | 11%
CCCc1nc2c(sc3nc4c(cc32)COC(C)(C)C4)c(=O)n1CCN(C)C | -3% | 8% | 2% | -3% | 8.7%
CCO[C@H]1OC(C(=O)Nc2ccccc2)=C[C@@H](c2cn(C(C)=O)c3ccccc23)[C@@H]1CCCO | -4% | -5% | 9% | 7% | 3.0%
COc1cccc(CCN2CCC(CNS(=O)(=O)c3cc(-c4cc(C)no4)ccc3OC)CC2)c1 | 9% | 35% | 2% | 8% | i
CCC1Oc2ccc(C)cc2N(CC(=O)N(Cc2ccc3c(c2)OCO3)CC2CCCO2)C1=O (stereo not given) | -6% | 14% | 8% | -5% | 0.1% | inhibitors of VEEV 10K pilot screen=7.7
CC1CCc2c(sc(NC(=O)Cn3cnc([N+](=O)[O-])n3)c2C(N)=O)C1 (stereo not given) | 0% | -11% | 3% | 0% | 0.5%
O=C(c1ccc(CS(=O)(=O)c2ccc(Br)cc2)o1)N1CCN(c2ncccn2)CC1 | 1% | nt | -1% | 3% | 9.1%
COc1ccc2c(c1)c(CC(=O)Nc1nnc(C3CC3)s1)c(C)n2C(=O)c1ccc(Cl)cc1 | 1% | 14% | -4% | -10% | ?

Structures shown so far with a Cl atom:
SMILES | H37Rv inhibition | M. tuberculosis | influenza NS1A | PhoP GFP inhibition | inhibitors of VEEV | others
CC(C)CC(=O)NC(=S)Nc1ccc(N2CCOCC2)c(Cl)c1 | 54% | ? | -3% | 1% | 1.0%
COc1ccc2c(c1)c(CC(=O)Nc1nnc(C3CC3)s1)c(C)n2C(=O)c1ccc(Cl)cc1 | 1% | 14% | -4% | -10% | ?

Next results
SMILES | H37Rv inhibition | M. tuberculosis | influenza NS1A | PhoP GFP inhibition | inhibitors of VEEV | others
O=C(Nc1c2c(nn1-c1cccc(Cl)c1)CS(=O)(=O)C2)c1cccs1 | -8% | 5% | -11% | -16% | i
CCOC(=O)N1CCN(c2c(Nc3ccc4c(c3)OCCO4)c(=O)c2=O)CC1 | 9% | nt | -8% | 7% | 4.6%
COc1ccc(C(=O)Nn2c(CCC(=O)O)ccc2-c2ccc(C)cc2)cc1OC | -4% | -6% | 1% | -2% | 0.7%
Cc1cccc(CN2CCC(CNC(=O)CSc3cc(=O)n(C)c4cc(Cl)ccc34)CC2)c1 | -4% | 37% | -10% | 2% | i
O=C(NCCNC(=O)c1cc(OCC(F)(F)F)ccc1OCC(F)(F)F)Nc1cccc(C(F)(F)F)c1 | -6% | 12% | 1% | 5% | i | inhibitors of VEEV 10K pilot screen=2.5
O=C(CSc1nnc(-c2cccnc2)o1)N1CCCCC1 | -6% | ? | 0% | 11% | 0.4%
O=C(CN1C(=O)NC(c2ccccc2)(c2ccccc2)C1=O)Nc1cccnc1Cl | 0% | 18% | -3% | -3% | 2.4%
Cc1cc(C)n(C(=O)c2cc3ccccc3c(=O)o2)n1 | -7% | 9% | -1% | -5% | i
Cc1ccc(S(=O)(=O)N(C)CC(=O)NCc2ccncc2)cc1 | -4% | 6% | -15% | -9% | i
Cc1cc(C)n(C(=O)CNC(=O)c2cccc(Cl)c2)n1 | nt | nt | 9% | nt | 9.4%
CC(NC(=O)Nc1ccccc1)C(c1cccs1)N1CCN(C)CC1 (stereo not given) | -2% | -18% | 0% | 4% | 0.3%
CCOC(=O)c1c(-c2cccc([N+](=O)[O-])c2)csc1NC(=O)C1CC1 | ? | 22% | 5% | -17% | i
Cc1cc(C)cc(-n2c(O)c(C=Nc3ccc(N4CCOCC4)cc3)c(=O)[nH]c2=S)c1 | -10% | -14% | 13% | -59% | i
CCCc1sc(C(=O)Nc2nnc(C3CC3)s2)cc1CC | nt | nt | -2% | nt | 5.3%
CCOC(=O)c1cc(C(=O)NC(C)c2ccccc2)c(C)[nH]c1=O (stereo not given) | -5% | -12% | -12% | 6% | 5.7%
COc1ccc(C(=O)Nc2ncccc2C)cc1S(=O)(=O)N1CCOCC1 | -8% | -4% | -17% | 2% | 0.9%
COc1ccc(C#Cc2c(-c3ccc(OC)cc3)oc3ccc(-c4ccc5c(c4)OCO5)cc23)cc1 | 15% | -2% | 7% | -13% | 0.2%
CC(NC(=O)C(C)N1CCN(Cc2ccccc2)CC1)c1ccccc1 (stereo not given) | -4% | 9% | -2% | 7% | i
COC(=O)c1ccc(N2CCN(C)CC2)c(NC(=O)COc2ccccc2)c1 | 5% | -6% | 4% | -4% | 3.3%
COc1cc(C=C2C(=O)NC(=O)NC2=O)cc(OC)c1OC | -1% | -10% | -4% | -4% | 0.8%
O=C(NCCS(=O)(=O)NCc1ccccc1Cl)c1ccccc1 | -5% | -7% | -10% | 9% | 1.4%
Cc1ccc(S(=O)(=O)N/N=C/c2ccc3nccnc3c2)cc1 | 5% | -8% | -1% | 15% | 0.7%
CCOc1ccc(C(=O)N2CCCCCC2)cc1 | -2% | 15% | -2% | -2% | 0.6%
CC(C)(C)NC(=O)CSc1ccc(S(=O)(=O)N2CCOCC2)cn1 | -9% | -5% | 0% | nt | 1.1%
CCCCn1c(N)c(N(CC)C(=O)c2cccs2)c(=O)[nH]c1=O | 2% | -8% | 0% | nt | i
CC(C)CC(NC(=O)C1CCCN1C(=O)CNC(=O)OCc1ccccc1)C(=O)O (stereo not given) | 6% | -9% | 1% | -7% | i
COc1cc(NC(=O)C(C)Oc2ccccc2)c(OC)cc1NC(=O)c1ccccc1 (stereo not given) | ? | 69% | 15% | -5% | 4.3%
CCCOc1ccc(C(=O)Nn2c(C)nc3ccccc3c2=O)cc1 | -2% | 2% | -10% | -2% | 0.3%
COc1ccc(N2C(=O)C3CCCN3C2c2cccc(Br)c2)cc1 (stereo not given) | 1% | 4% | -2% | -10% | 1.2%
COc1ccc2[nH]c(C)c(CCN3C(=O)OC(C)(C)C3(C)O)c2c1 (stereo not given) | 1% | 24% | 6% | -7% | 1.3%
CCOC(=O)CC(=O)Nc1ccc(C)cc1 | 4% | 61% | -1% | 3% | 0.5%
O=C(CCSCc1cccc(Cl)c1)NCCc1ccccc1 | 6% | 76% | -10% | 2% | 0.5%
CN(C)CCCN(C(=O)/C=C/c1cccs1)c1nc2ccc(F)cc2s1 | 37% | 70% | 16% | 11% | ?
Cc1c(C(=O)C(=O)N2CCC3(CC2)OCCO3)c2ccccc2n1C | 2% | 10% | 3% | 6% | i
Cc1cc(Cl)ccc1OCC(=O)Nc1ccc2oc(=O)ccc2c1 | 2% | 8% | -4% | 10% | 0.8%
CCOC(=O)c1cc(-c2ccc(/C=N\n3cnnc3)o2)ccc1Cl | 4% | 10% | 3% | -5% | 8.8%
O=C(O)c1cccc(CN2C(=O)SC(Nc3ccccc3)C2=O)c1 (stereo not given) | -5% | -10% | -4% | 5% | 1.6%
Cc1nn2c(NCCN3CCOCC3)c3c(nc2c1-c1ccccc1)CCCC3 | 30% | 63% | -17% | -11% | 7.1%

By substructure: the entries above containing a thiophene ring, fused or not (nine)
SMILES | H37Rv inhibition | M. tuberculosis | influenza NS1A | PhoP GFP inhibition | inhibitors of VEEV | others
CCCCN(CCCNC(=O)Cn1ncc2ccsc2c1=O)Cc1ccccc1 | -3% | 2% | 1% | -3% | i
CCCc1nc2c(sc3nc4c(cc32)COC(C)(C)C4)c(=O)n1CCN(C)C | -3% | 8% | 2% | -3% | 8.7%
CC1CCc2c(sc(NC(=O)Cn3cnc([N+](=O)[O-])n3)c2C(N)=O)C1 (stereo not given) | 0% | -11% | 3% | 0% | 0.5%
O=C(Nc1c2c(nn1-c1cccc(Cl)c1)CS(=O)(=O)C2)c1cccs1 | -8% | 5% | -11% | -16% | i
CC(NC(=O)Nc1ccccc1)C(c1cccs1)N1CCN(C)CC1 (stereo not given) | -2% | -18% | 0% | 4% | 0.3%
CCOC(=O)c1c(-c2cccc([N+](=O)[O-])c2)csc1NC(=O)C1CC1 | ? | 22% | 5% | -17% | i
CCCc1sc(C(=O)Nc2nnc(C3CC3)s2)cc1CC | nt | nt | -2% | nt | 5.3%
CCCCn1c(N)c(N(CC)C(=O)c2cccs2)c(=O)[nH]c1=O | 2% | -8% | 0% | nt | i
CN(C)CCCN(C(=O)/C=C/c1cccs1)c1nc2ccc(F)cc2s1 | 37% | 70% | 16% | 11% | ?
